TSHR antagonist: Antagonists of the Thyroid Stimulating Hormone Receptor: HTS campaign | 330,000 tested, 0.2% active | Thyrotropin receptor (Homo sapiens), P16473 | TSHR-expressing cells, TSH-stimulated cAMP HTRF, 2 h; hits give low values | AID 504810, 2011 | activity change, negative = inhibition, % at 11.5 µM;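 active means activity change below a set negative limit, meaning inhibition stronger than a set level, cut at about -70% in these data; inconclusive means activity change between two set negative limits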; further: on the % scale 0 is the no-effect control and ±100 the full control effect
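TSHR-expressing cells were treated with compounds, then stimulated with TSH at EC80 (4nM final) for 2 hours at 37 deg C. Cellular cAMP was measured by HTRF competition between lysate cAMP and cAMP-d2 for a cryptate-labelled anti-cAMP antibody.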
Tb PFK block: qHTS Assay to Find Inhibitors of T. brucei phosphofructokinase | ATP-dependent 6-phosphofructokinase (Trypanosoma brucei brucei), O15648 | AID 485367, 2010 | 330,000 tested, 0.17% active | T. brucei PFK, ADP-Glo luminescence | Potency, µM (doses to about 57.5 µM), for the others: at the highest dose activity, negative = inhibition, most hits filed as inhibitors;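 further: potency means the concentration at half of the fitted maximal effect; 0% = uninhibited 1x PFK enzyme wells and -100% = no-enzyme wells; nearly all actives have a fitted effect of over 60% in size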
Target sequence (O15648 whole entry, looked up): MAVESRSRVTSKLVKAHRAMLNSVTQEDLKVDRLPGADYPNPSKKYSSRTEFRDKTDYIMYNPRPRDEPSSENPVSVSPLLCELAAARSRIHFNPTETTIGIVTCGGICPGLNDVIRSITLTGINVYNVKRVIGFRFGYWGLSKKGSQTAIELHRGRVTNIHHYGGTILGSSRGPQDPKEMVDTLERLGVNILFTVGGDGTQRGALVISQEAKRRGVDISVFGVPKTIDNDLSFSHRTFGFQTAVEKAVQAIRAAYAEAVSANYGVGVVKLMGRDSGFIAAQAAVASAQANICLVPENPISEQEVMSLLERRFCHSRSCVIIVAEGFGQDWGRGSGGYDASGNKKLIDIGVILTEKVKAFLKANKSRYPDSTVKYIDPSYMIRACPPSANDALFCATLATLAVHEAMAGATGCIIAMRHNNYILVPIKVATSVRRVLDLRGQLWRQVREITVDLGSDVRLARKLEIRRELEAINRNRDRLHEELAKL
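ADP-Glo luminescence quantified ADP after 45 min at room temperature, with 1.25 nM T. brucei PFK, 0.1 mM ATP and 0.5 mM fructose-6-phosphate in pH 8.0 TEA buffer. qHTS titrations up to 57 µM; curves classified by quality.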
Mito fusion yeast: qHTS Assay for Small Molecule Inhibitors of Mitochondrial Division or Activators of Mitochondrial Fusion; S. cerevisiae fusion-defective mutant growth rescue, CellTiterGlo 48 h; Potency, µM (series often up to 46.1 µM), inactives show at the top dose growth rescue (activation), actives largely listed as activators; 320,000 tested, 0.23% active; AID 485298, 2010;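 further: potency means the concentration at half of the fitted maximal effect; % of control where 0% means no effect; nearly all actives have a fitted effect of over 45% in size; temperature-sensitive fusion mutants such as fzo1-1 at 37 °C on non-fermentable ethanol glycerol medium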
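Temperature-sensitive fusion-defective S. cerevisiae (e.g. fzo1-1, mgm1-5) were grown with compound in YPEG medium (3% ethanol, 3% glycerol) for 48 hours at 37C. Growth rescue was measured as viability by CellTiterGlo luminescence after 10 minutes at ambient.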
uPA surface inh: qHTS for Inhibitors of Cell Surface uPA Generation; Potency, µM (doses to about 38.3 µM), for inactives: at the highest dose activity change, negative = inhibition, most hits filed as inhibitors; cell surface uPA generation assay, qHTS; 330,000 tested, 0.31% active; active means well fitted inhibition curve with a large enough effect; inconclusive means small, poorly fitted or top-dose-only effect; inactive means no such curve, though single readings can be large or run the other way; tested in mouse RAW 264.7 cells; further: potency means the concentration at half of the fitted maximal effect; on the % scale 0 is the no-effect control and ±100 the full control effect; nearly all actives have a fitted effect of over 55% in size
B2AR arrestin: qHTS assay of beta-arrestin-biased ligands of beta2-adrenergic receptor | 330,000 tested, 0.02% active | beta-arrestin recruitment to beta2AR, cell-based reporter | Potency, µM (doses to about 46.1 µM), for inactives: at the top dose activation, most hits filed as activators | AID 492947, 2010;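 further: potency means the concentration at half of the fitted maximal effect; 0% = DMSO controls and full agonism = EC100 isoproterenol or metaproterenol; nearly all actives have a fitted effect of over 65% in size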
Target sequence (P07550 whole entry, looked up): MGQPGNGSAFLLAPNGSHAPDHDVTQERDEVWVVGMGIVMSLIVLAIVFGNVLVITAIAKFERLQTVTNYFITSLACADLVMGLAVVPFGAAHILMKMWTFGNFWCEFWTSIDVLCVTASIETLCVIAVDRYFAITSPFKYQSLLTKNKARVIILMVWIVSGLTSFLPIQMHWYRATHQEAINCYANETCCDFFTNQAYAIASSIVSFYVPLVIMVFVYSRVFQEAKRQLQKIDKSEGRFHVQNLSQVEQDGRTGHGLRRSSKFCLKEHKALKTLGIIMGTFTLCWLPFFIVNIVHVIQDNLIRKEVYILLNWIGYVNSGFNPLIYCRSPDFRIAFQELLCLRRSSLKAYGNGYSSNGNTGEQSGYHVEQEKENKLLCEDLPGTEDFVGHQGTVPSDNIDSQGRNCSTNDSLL
USP2a block: qHTS Assay for Inhibitors of Ubiquitin-specific Protease USP2a Using CHOP2 as the Reporter; USP2 core, Ub-CHOP2 coupled fluorogenic reporter, 485/531; Potency, µM (highest dose often 38.3 µM), for inactives: at the highest dose activity change, negative = inhibition, hits mostly inhibitors; 330,000 tested, 0.01% active;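 further: potency means the concentration at half of the fitted maximal effect; plate controls were DMSO wells for no effect and full inhibition by NEM control for full effect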
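Cell-free coupled assay: 10nM USP2 core preincubated 30min RT with compound in Tris-HCl pH 8.0/CaCl2/CHAPS buffer, then 25nM Ub-CHOP2 and 25nM reporter substrate; fluorescence (Ex 485/Em 531) read after 60min RT, normalized to NEM inhibition, concentration-response curves fitted.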
Chronic BCR inh: qHTS Assay to Find Inhibitors of Chronic Active B-Cell Receptor Signaling. ABC-DLBCL IkBa-CBG/CBR reporter, luminescence ratio, 4 h. Potency, µM (series often up to 46.1 µM), for the others: top-dose ratio change, negative = lower green/red ratio, actives largely listed as inhibitors. 340,000 tested, 0.05% active. AID 493014, 2011; active means well fitted inhibition curve with a large enough effect in the signal ratio, with a control signal flat, not every such curve was filed as active; inconclusive means small, poorly fitted or top-dose-only effect, or effect the other way, or a change in a side signal; the % refers to the signal ratio;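 further: potency means the concentration at half of the fitted maximal effect; plate controls were basal doxycycline-induced cells for no effect and cells given 10 µM MG132 for full effect; MG132 reads +100%, hits lower the ratio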
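TMD8 ABC-DLBCL cells carrying doxycycline-inducible green luciferase fused to IkappaBalpha plus unfused red luciferase were exposed to compounds (up to 46 uM) for 4 hrs at 37C. Activity came from the overlap-corrected green/red luminescence ratio.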
TCR act: Activators of T cell receptors: qHTS campaign. 330,000 tested, under 10 active. Potency, µM (doses to about 9.22 µM), without a hit: at the top dose activation of IL-2 secretion, usual class: activators. primary human leukocytes, anti-CD3, IL-2 HTRF, 48 h; further: % of control where 0% means no effect
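Compounds are tested in HTS on primary human leukocytes co-incubated with a-CD3 beads for 48 hr. IL-2 output is measured by time-resolved FRET.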
ELG1 DNA repair: qHTS screen for small molecules that inhibit ELG1-dependent DNA repair in human embryonic kidney (HEK293T) cells expressing luciferase-tagged ELG1; HEK293T ELG1-luciferase reporter, luminescence, 16 h; DNA damage induced by 5-fluorouridine; Potency, µM (highest dose often 46.1 µM), without a hit: top-dose activity change, negative = inhibition, actives largely listed as inhibitors; 330,000 tested, 2.3% active; AID 504467, 2011; further: potency means the concentration at half of the fitted maximal effect; on the % scale 0 is the no-effect control and ±100 the full control effect; nearly all actives have a fitted effect of over 55% in size
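Reporter activity after DNA damage by 5-fluorouridine is monitored. Compound-treated cells incubate 16 hr at 37 °C, then ONE-Glo is added for 30 min before luminescence reading.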
Eya2 inh: qHTS Assay for Inhibitors of the Phosphatase Activity of Eya2 | 330,000 tested, 0.006% active | AID 488837, 2010 | Potency, µM (top dose mostly 76.9 µM), for the others: at the top dose activity, negative = inhibition, actives largely listed as inhibitors | recombinant Eya2, OMFP fluorescence dephosphorylation (OMFP is methylfluorescein phosphate) | Protein phosphatase EYA2 (Homo sapiens), O00167; further: potency means the concentration at half of the fitted maximal effect; on the % scale 0 is the no-effect control and ±100 the full control effect
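Eya2 (0.2 uM) preincubated 10 min at ambient with compound, then OMFP substrate added at 50 uM; 10 min reaction in 50 mM HEPES pH 7.5, 50 mM NaCl, 5 uM MgCl2, 0.05% BSA, 1 mM DTT. Fluorescence read at Ex 485/Em 525 nm.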
TSG101-PTAP inh: qHTS Assay for Iinhibitors of HIV-1 Budding by Blocking the Interaction of PTAP/TSG101. Tumor susceptibility gene 101 protein (Homo sapiens), Q99816. Fluorescence polarization, FITC-PTAP peptide / Tsg101 binding. Potency, µM (doses to about 115 µM), for the others: at the highest dose activity change, negative = inhibition, usual class: inhibitors. 340,000 tested, under 10 active. AID 493005, 2010; active means well fitted inhibition curve with a large enough effect in the main read-out, with a control signal flat, not every such curve was filed as active; inconclusive means small, poorly fitted or top-dose-only effect, or effect the other way, or a change in a side signal; inactive means no such curve, though single readings can be large or run the other way; further: potency means the concentration at half of the fitted maximal effect; % of control where 0% means no effect
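Fluorescence anisotropy tracks displacement of a FITC-tagged PTAP peptide (50 nM) from the Tsg101 binding domain (10 uM), following a 20 min room-temperature incubation at pH 7.5.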
* hit, by the source's call; ? = inconclusive; · = not tested or not shown; [ ] = dose if it differs, or a comment. Unless noted, the call rests on the fitted dose curve; in most records, active means well fitted curve in the direction sought with a large enough effect; inconclusive means small, poorly fitted or top-dose-only effect, or another doubt; inactive means no such curve, though single readings can be large; an effect the other way counts as inactive or inconclusive.

SMILES	TSHR antagonist	Tb PFK block	Mito fusion yeast	uPA surface inh	B2AR arrestin	USP2a block	Chronic BCR inh	TCR act	ELG1 DNA repair	Eya2 inh	TSG101-PTAP inh
N/C(=N\OC(=O)Oc1ccccc1)c1ccc([N+](=O)[O-])cc1	12	6%	0%	-1%	-1.4%	1%	-9%	-11%[46.1 µM]	3%	-7%	-2%
COc1ccccc1OCCN(C#N)c1nc(N(C)C)nc(N(C)C)n1	-4	3%	2%	5%	0.3%	3%	20%	-11%	?	-10%	-9%
CCOC(=O)c1ccc(N2C(=O)c3n[nH]c(C)c3C2c2ccc(OC)cc2)cc1 (configuration not stated)	13	-1%	-2%	·	-0.7%	-12%	?	2%	?	-7%	-6%
O=C1c2ccccc2-c2cccc(NS(=O)(=O)c3ccc(C(F)(F)F)cc3)c21	-21	-5%	-8%	0%	0.0%	1%	-3%	1%	1%	-14%	4%
CSc1nc2c(c(=O)n1C)SC(C)C2 (configuration not stated)	11	-5%	-4%	-9%	-0.7%	2%	?	-3%	?	12%	0%
Cc1onc(-c2ccccc2Cl)c1C(=O)NC(=S)NCc1cccnc1	33	1%	3%	0%	0.0%	-4%	?	-2%	-2%	-10%	-5%
Cc1ccc(OCC(=O)Nc2ccccc2C(=O)N2CCCC2)cc1	2	2%	-2%	10%	0.0%	0%	0%	-2%	-6%	-7%	-4%
CC(C)c1ccc(Nc2nc(Cl)nc(Cl)n2)cc1	7	-2%	4%	-5%	-0.9%	-2%	-1%	2%	9%	-8%	-3%
Nc1c(C(=O)CCC(=O)O)oc2ccc(Cl)cc12	-6	-4%	2%	-3%	0.5%	3%	10%	-1%	18%	-4%	-4%
O=C(CN1C(=O)CSC1=O)N1CCCCC1	-2	2%	-3%	5%	-1.2%	2%	1%	-5%[46.1 µM]	2%	-3%	0%
Cc1ccc(S(=O)(=O)N(C)c2c(C)ccc(S(=O)(=O)N3CCN(C)CC3)c2C)cc1	0	-2%	1%	-1%	4.1%	1%	2%	-10%[46.1 µM]	-29%	6%	3%
CN1CCN(C(=O)CCN2C(=O)/C(=C\c3ccc(Cl)cc3)SC2=S)CC1	-6	-6%	1%	?	-0.1%	-1%	?	12%	-2%	2%	0%
O=C1C2C3CCCC3=C3CCCC3C2C(=O)N1c1ccccc1 (configuration not stated)	6	1%	8%	0%	0.1%	-1%	-2%	5%	-3%	-4%[15.4 µM]	-3%
O=C(Nc1ccc2c(c1)OCO2)Nc1ccccn1	2	6%	-12%	?	-0.4%	-2%	4%	-16%	?	1%	2%
COc1cccc(C(C)N(C)Cc2nc(-c3ccoc3)oc2C)c1 (configuration not stated)	-6	0%	-4%	0%	0.3%	1%	5%	-23%	2%	2%	2%
CCOC(=O)C(Cc1ccccc1)C(=O)NCc1cccnc1 (configuration not stated)	-14	0%	4%	18%	-0.5%	1%	-1%	·	?	-6%	-7%
O=C(Cc1n[nH]c(=O)[nH]c1=O)N/N=C/c1cccc(Cl)c1	-3	-1%	2%	0%	0.2%	-1%	1%	7%	5%	3%	-4%
Cc1ccc(S(=O)(=O)CCC(=O)Nc2nnc(-c3ccco3)o2)cc1	-5	6%	3%	-9%	-0.3%	0%	0%	-7%	-8%	16%	-2%
COc1ccc(C(=O)NCC(=O)OCc2csc(-c3ccccc3)n2)cc1	2	1%	0%	2%	-0.1%	3%	2%	0%[46.1 µM]	?	4%	-3%
O=C(O)c1cccc(NC(=S)N/N=C/c2ccccc2OCc2ccc(Br)cc2)c1	-9	1%	-5%	-3%	-0.1%	3%	-5%	1%	?	1%	-5%
CCC(C)(C)C1CCc2[nH]nc(C(=O)NN)c2C1 (configuration not stated)	-13	4%	21%	-1%	-0.3%	-1%	4%	-8%	?	-12%	-1%
COc1ccccc1C(CC(=O)O)NS(=O)(=O)c1ccc2c(c1)N(C(C)=O)CC(C)O2 (configuration not stated)	9	-10%	-1%	-5%	0.1%	0%	-5%	-13%	19%	-19%	1%
COc1ccc2oc(C(=O)NN3C(C)CCCC3C)c(C)c2c1 (configuration not stated)	-7	1%	3%	14%	0.1%	0%	2%	0%	6%	2%	-1%
Cn1c(SCC(=O)NCc2ccco2)nc2ccccc2c1=O	-3	-1%	-1%	1%	-0.4%	1%	7%	·	-10%	0%	-3%
COC(=O)c1cc(-c2cccc(OC)c2)on1	-2	-1%	-6%	1%	-0.5%	0%	0%	-4%	-14%	16%	-2%
CC(C)C(=O)N1CCN(c2ccccc2NC(=O)c2cccc(Cl)c2)CC1	5	0%	3%	-2%	-0.2%	0%	-2%	-1%	-25%	-5%	-8%
CCN(CC)CCCNc1ccc(-c2nnc(-c3ccc(OCC(C)C)cc3)o2)cn1	2	-1%	9%	-1%	-0.4%	5%	7%	-17%	12%	-10%	-4%
CC(=O)Nc1sc2c(c1C(=O)N1CCOCC1)CCCCC2	23	-5%	1%	-3%	0.4%	0%	1%	0%	18%	22%	-2%
COc1ccc(C2C(C(=O)Nc3cccnc3)=C(C)Nc3nc(-c4cccs4)nn32)cc1 (configuration not stated)	-9	-5%	0%	0%	0.5%	-2%	-3%	6%[46.1 µM]	?	2%	0%
CCOC(=O)N1CCN(CC(=O)Nc2cc3c(cc2C(C)=O)OCO3)CC1	6	0%	-9%	-4%	-0.7%	1%	6%	-1%	-6%	5%	0%
Cc1cc(C)n(C2CC(=O)N(c3cc(Cl)cc(Cl)c3)C2=O)n1 (configuration not stated)	5	-6%	-18%	8%	-1.0%	4%	7%	-10%	23%	-17%	-3%
NC(=O)C(=O)N/N=C/c1c(F)c(F)c(F)c(F)c1F	-8	-2%	-11%	0%	0.0%	0%	7%	2%	-7%	?	-5%
CCC(Oc1ccccc1)C(=O)NC1CCSC1=O (configuration not stated)	10	-1%	16%	0%	0.6%	0%	8%	-4%	3%	5%	0%
CCN(CC)C(=O)NC1CCCCCCC1	8	2%	0%	-2%	0.0%	-1%	2%	-7%	20%	1%	0%
Cc1cccc(C(=O)Nc2ccc(O)cc2C(=O)O)c1	9	3%	-4%	-1%	0.2%	0%	?	-4%	8%	7%	-1%
CC(C)Cc1nnc(NC(=O)CCC(=O)NCCc2ccc(Cl)cc2)s1	-7	-2%	-12%	-6%	0.4%	2%	-11%	-4%	20%	-10%	1%
Cc1nn(C)c(C)c1NC(=O)CSc1nc(C2CC2)nc2c1cnn2-c1ccccc1	-6	-2%	0%	-1%	-0.5%	-7%	?	·	?	?	-7%
CCCCn1nnnc1NCc1ccc(N(CC)CC)cc1	-4	0%	0%	·	-0.1%	0%	-9%	1%	-21%	1%	-5%
O=C(CCSc1nnc2scc(-c3ccccc3)n12)NCc1ccc2c(c1)OCO2	5	-6%	-3%	-3%	-0.7%	0%	-18%	2%	-8%	-17%	-5%
CCCCc1nnc(NC(=O)CCS(=O)(=O)c2ccc(Cl)cc2)s1	-9	-3%	-1%	-14%	-0.1%	1%	?	2%	-7%	11%	-3%
CNCCOc1ccccc1C(C)(C)C	14	-4%	-3%	·	-0.3%	0%	-17%	2%	-2%	1%	-10%
COc1ccc(S(=O)(=O)N(C)C)cc1NC(=O)Cc1c[nH]c2ccccc12	-5	0%	5%	4%	0.1%	-2%	2%	·	?	7%	-3%
O=C(Nc1ccc2c(c1)C(=O)N(CC1CCCO1)C2=O)c1ccc(Cl)c(Cl)c1 (configuration not stated)	?	-9%	-1%	·	0.0%	1%	8%	-5%	9.2µM*	-25%	-6%

Compound activity as filed in PubChem BioAssay.
